PABP1 MLLE inh – inhibitors of microRNA-mediated deadenylation, human PABP1 MLLE binding. P11940. GST-MLLE / FITC-PAM2 fluorescence polarization. inhibition, % at 20 µM. 360,000 tested, 0.36% active. AID 588489; in the data active = inhibition above about 35%, passing the limit was not always enough;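 note: plate controls were DMSO wells with GST-MLLE for no effect and wells lacking GST-MLLE protein for full effect; some results filed as inactive read as strong as hits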
FAS-TE inh – inhibitors of human fatty acid synthase thioesterase domain; 360,000 tested, 0.67% active; inhibition, % at 15 µM; recombinant FAS-TE, OMFH fluorogenic substrate, fluorescence endpoint; AID 602261;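 active = compounds whose normalised, plate-corrected inhibition of enzyme fluorescence in the single-dose primary screen is 50% or more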;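 note: 0% = DMSO with enzyme and 100% = substrate without enzyme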
Rpn11 block – blocks the human proteasome subunit Rpn11 | human 26S proteasome, Ub4-pepOG fluorescence polarization; 20S core pre-blocked with epoxomicin | calls only at 20 µM | 360,000 tested, 0.59% active;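 active = inhibition at 20 µM, scaled to each plate's controls, above about 33%, limit read from the data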
MT1-MMP act inh – blocks activation of human MT1-MMP | 360,000 tested, 0.061% active | HT1080 RFP-PRO-GFP cells, GFP/RFP ratio fluorescence, overnight; percent of plate control window, DMSO zero | P50281 | GFP/RFP ratio change, % at 20 µM;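 active = GFP/RFP ratio change of at least 30% with cell ATP level not reduced by more than half and red fluorescence within 50% of control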; note: strong numbers were not always called active
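system = RFP-PRO-GFP reporter HT1080 cells | dosing = 20 µM single dose, 1% DMSO | timing = overnight cell settling, then overnight compound exposure, 37 °C, 5% CO2 | read-out basis = GFP/RFP fluorescence ratio | controls = DMSO and RFP-L50D-GFP cell wells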
CSN deneddyl inh – CSN deneddylation inhibition | Q92905 | Purified CSN, SCF-Nedd8-OG deneddylation, fluorescence polarization | inhibition, % at 12.5 µM | 360,000 tested, 0.38% active;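 active = pattern-corrected inhibition above about 35%, with an unprinted fluorescence ratio check between 0.5 and 1.5, limit read from the data, passing the limit was not always enough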;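 note: 0% = enzyme with substrate and 100% = substrate without enzyme; some results filed as inactive read as strong as hits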
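Assay system: HEK293T-derived human Csn5 enzyme; quantity: 0.24 nM enzyme; medium: Tris/NaCl/DTT buffer, pH 7.5; also added: substrate SCFSkp2-Nedd8OG, 10 nM; doses: 12.5 µM compound; schedule: 90 min reaction at room temperature; signal: FP; read-out: % inhibition of substrate cleavage by Csn5; benchmarks: substrate-only high control, full reaction low control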
E coli Lon inh – E. coli protease La inhibition; inhibition, % at 7.94 µM; P0A9M0; 360,000 tested, 0.42% active; AID 602123; purified E. coli Lon protease, fluorescence polarization; in the data active = inhibition above about 13%, passing the limit was not always enough;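 note: 0% = enzyme with probe and DMSO and 100% = no enzyme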
Rin1-Abl PPI inh – blocks binding of human Rin1 to Abl; P00519+Q13671; inhibition, % at 7.35 µM; TR-FRET Rin1/Abl binding, biochemical; 360,000 tested, 0.4% active; in the data active = inhibition above about 5%, passing the limit was not always enough
Target sequence (P00519 whole entry, looked up): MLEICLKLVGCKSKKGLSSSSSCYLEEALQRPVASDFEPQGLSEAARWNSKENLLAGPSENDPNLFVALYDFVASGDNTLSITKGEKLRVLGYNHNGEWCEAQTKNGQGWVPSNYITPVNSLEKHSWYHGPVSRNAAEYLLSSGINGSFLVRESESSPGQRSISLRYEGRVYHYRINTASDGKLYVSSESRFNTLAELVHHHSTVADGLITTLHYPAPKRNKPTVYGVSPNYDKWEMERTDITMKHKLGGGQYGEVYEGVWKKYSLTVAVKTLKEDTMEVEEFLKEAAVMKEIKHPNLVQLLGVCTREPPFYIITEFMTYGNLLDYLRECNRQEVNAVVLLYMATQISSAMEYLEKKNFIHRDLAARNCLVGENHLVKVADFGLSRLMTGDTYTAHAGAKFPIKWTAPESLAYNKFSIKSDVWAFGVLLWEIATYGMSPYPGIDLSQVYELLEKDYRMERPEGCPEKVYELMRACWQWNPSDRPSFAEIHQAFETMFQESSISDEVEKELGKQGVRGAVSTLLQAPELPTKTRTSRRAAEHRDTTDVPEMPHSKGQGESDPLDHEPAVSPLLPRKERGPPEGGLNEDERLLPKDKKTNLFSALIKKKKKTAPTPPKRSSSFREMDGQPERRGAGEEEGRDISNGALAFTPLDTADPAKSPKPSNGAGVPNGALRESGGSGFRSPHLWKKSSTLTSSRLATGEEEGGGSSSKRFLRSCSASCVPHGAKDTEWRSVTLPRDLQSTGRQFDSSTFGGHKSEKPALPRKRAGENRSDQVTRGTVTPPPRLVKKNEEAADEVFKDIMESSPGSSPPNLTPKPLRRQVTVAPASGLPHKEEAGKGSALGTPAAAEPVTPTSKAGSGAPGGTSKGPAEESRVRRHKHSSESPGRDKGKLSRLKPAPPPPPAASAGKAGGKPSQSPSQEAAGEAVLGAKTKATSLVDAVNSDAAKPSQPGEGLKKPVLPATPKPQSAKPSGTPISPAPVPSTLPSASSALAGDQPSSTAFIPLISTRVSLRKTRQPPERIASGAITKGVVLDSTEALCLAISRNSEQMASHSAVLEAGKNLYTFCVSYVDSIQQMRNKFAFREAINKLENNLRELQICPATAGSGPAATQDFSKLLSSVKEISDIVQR
Target sequence (Q13671 whole entry, looked up): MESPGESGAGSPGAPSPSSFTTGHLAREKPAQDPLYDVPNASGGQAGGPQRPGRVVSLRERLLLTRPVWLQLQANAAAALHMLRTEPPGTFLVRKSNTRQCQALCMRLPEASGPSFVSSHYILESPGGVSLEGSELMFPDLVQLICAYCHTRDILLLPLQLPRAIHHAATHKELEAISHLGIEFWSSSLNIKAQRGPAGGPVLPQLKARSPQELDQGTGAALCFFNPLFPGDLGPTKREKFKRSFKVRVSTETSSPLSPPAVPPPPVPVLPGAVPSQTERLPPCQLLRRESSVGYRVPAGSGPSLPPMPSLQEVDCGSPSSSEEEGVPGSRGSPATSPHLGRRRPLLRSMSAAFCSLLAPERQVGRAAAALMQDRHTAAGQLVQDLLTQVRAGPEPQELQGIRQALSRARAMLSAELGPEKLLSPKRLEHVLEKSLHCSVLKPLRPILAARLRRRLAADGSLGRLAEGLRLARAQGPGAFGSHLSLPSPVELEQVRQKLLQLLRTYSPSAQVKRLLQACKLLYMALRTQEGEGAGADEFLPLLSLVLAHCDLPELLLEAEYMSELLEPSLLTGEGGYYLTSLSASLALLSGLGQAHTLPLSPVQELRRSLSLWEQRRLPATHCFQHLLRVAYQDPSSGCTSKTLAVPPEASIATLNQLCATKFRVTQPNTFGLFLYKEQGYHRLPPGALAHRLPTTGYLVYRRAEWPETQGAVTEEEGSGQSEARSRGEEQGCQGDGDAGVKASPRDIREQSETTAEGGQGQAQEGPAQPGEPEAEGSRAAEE
MsrA inh – inhibitors of bovine MsrA. AID 651718. purified bovine MsrA, absorbance read-out. 360,000 tested, 0.75% active. inhibition, % at 15.5 µM; in the data active = inhibition above about 4.5%;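 note: 0% = vehicle wells with enzyme and 100% = reference inhibitor wells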
MsrA act – activators of bovine methionine sulfoxide reductase A; purified bovine MsrA, absorbance read-out; activation, % at 10.6 µM; 360,000 tested, 0.3% active; in the data active = activation above about 7.5%;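 note: 0% = vehicle and 100% = reference activator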
* hit, by the source's call; i = inactive; x = no result given; + = active, no number.

SMILES	PABP1 MLLE inh	FAS-TE inh	Rpn11 block	MT1-MMP act inh	CSN deneddyl inh	E coli Lon inh	Rin1-Abl PPI inh	MsrA inh	MsrA act
CC1CCCCN1C(=O)CSc1nc2ncccc2[nH]1 (stereo not given)	-12	-10	i	-2	1	-5	-1	1.5	-4
Cc1cc(C)c(NC(=O)C2CCC(=O)N2)c(C)c1 (stereo not given)	-1	-1	i	3	-6	1	4	0.1	-1
CCOC(=O)C1(CCCc2ccccc2)CCN(C(=O)CSC)CC1	8	4	i	-5	-4	-14	-1	-1.2	0
CCn1c(=O)c2sccc2n(CC(=O)NC2CCCCC2)c1=O	7	-8	i	10	-2	7	-2	0.9	-2
NS(=O)(=O)c1cccc(NC(=O)CCSc2ccc(Cl)cc2)c1	33	2	i	2	-1	2	-1	0.8	-5
OC1(c2ccc(Cl)cc2)CCN(Cc2c[nH]c3ccccc23)CC1	-4	0	i	3	1	-11	0	-0.1	1
CC(C)(C)Nc1c2ccccc2nc2ccccc12	5	2	i	5	2	6	-6	-0.1	-2
CCOC(=O)N1CCN(S(=O)(=O)c2ccc(-n3cnnn3)cc2)CC1	0	5	i	0	-2	-1	1	1.2	-2
O=C(O)CCCC(=O)Nc1ccc(Cl)cc1	0	-6	i	-1	-5	1	3	1.4	-10
O=C(O)c1cc(-c2ccc(Br)s2)nc2ccccc12	-16	-2	i	-4	1	-23	-27	3.9	-4
CC(C)N(Cc1cnn(C)c1)C(=O)C1CCC(=O)N(CCc2cccc(F)c2)C1 (stereo not given)	-4	-7	i	0	-2	2	0	1.3	-8
COc1ccc(C(=O)NC2CC(C)(C)Cc3c2cnn3-c2ccccc2C)o1 (stereo not given)	-6	1	i	-7	-1	-17	3	-0.7	-3

Another view of 3 compounds above.
Under each structure: PABP1 MLLE inh | FAS-TE inh | Rpn11 block | MT1-MMP act inh | CSN deneddyl inh | E coli Lon inh | Rin1-Abl PPI inh | MsrA inh | MsrA act
- CC(C)(C)Nc1c2ccccc2nc2ccccc12
 : 5 | 2 | i | 5 | 2 | 6 | -6 | -0.1 | -2
- O=C(O)c1cc(-c2ccc(Br)s2)nc2ccccc12
 : -16 | -2 | i | -4 | 1 | -23 | -27 | 3.9 | -4
- CCOC(=O)N1CCN(S(=O)(=O)c2ccc(-n3cnnn3)cc2)CC1
 : 0 | 5 | i | 0 | -2 | -1 | 1 | 1.2 | -2

Back to the main list, starting 2 compounds before the break.
SMILES	PABP1 MLLE inh	FAS-TE inh	Rpn11 block	MT1-MMP act inh	CSN deneddyl inh	E coli Lon inh	Rin1-Abl PPI inh	MsrA inh	MsrA act
CC(C)N(Cc1cnn(C)c1)C(=O)C1CCC(=O)N(CCc2cccc(F)c2)C1 (stereo not given)	-4	-7	i	0	-2	2	0	1.3	-8
COc1ccc(C(=O)NC2CC(C)(C)Cc3c2cnn3-c2ccccc2C)o1 (stereo not given)	-6	1	i	-7	-1	-17	3	-0.7	-3
O=C(NC1CCCC1)C1CCN(S(=O)(=O)c2cccc3cccnc23)CC1	1	-8	i	5	4	3	-1	0.2	0
CN(C)N=Nc1ccc(S(=O)(=O)/N=C(\O)c2ccccc2)cc1	5	-3	i	2	2	-11	-1	2.3	-1
Cc1cc(N2C3CCC2CC(O)(c2ccc(F)cc2)C3)nc(-c2ccccc2)n1 (stereo not given)	-4	26	i	3	-4	0	3	0.7	-8
COc1ccc([C@H]2/C=C\CN(S(=O)(=O)c3cccc4cccnc34)[C@@H](C)C(=O)N2Cc2ccc(F)cc2)cc1	0	78*	i	-2	0	-6	5	-0.1	-3
C#CCOCCOCCOCCNc1nc(N2CCN(C(=O)[C@H]([C@@H](C)CC)n3cc(CCCCN)nn3)CC2)nc(N2CCN(C(=O)[C@H](CCCCN)n3cc(CCCC)nn3)CC2)n1	10	-7	i	2	1	6	5	-0.9	1
COc1ccc(-c2[nH]ncc2CN2CCCO2)c(F)c1	-5	-8	i	-3	-4	-4	1	-0.4	-6
O=C(NCC(c1ccco1)N1CCN(c2ccccc2)CC1)c1cccs1 (stereo not given)	-5	1	i	27	-5	-11	3	-0.5	-10
Clc1ccccc1-c1nc2nc3ccccc3nc2n1-c1ccc2c(c1)OCO2	-6	44	i	4	-2	3	3	1.8	-3
Cc1ccc(OC(C)C(=O)N2CC(=O)Nc3ccccc32)cc1 (stereo not given)	-11	-3	i	2	-2	0	1	-0.6	-2
Cc1cc(C(C#N)c2ccccc2)n2ncnc2n1 (stereo not given)	14	-5	i	7	0	-5	-3	2.1	-5
C=CCNC(=O)c1n[nH]c2c1CC(C(C)(C)CC)CC2 (stereo not given)	-5	1	i	4	-4	-7	0	0.8	-2
COC(=O)[C@H](C)NC(=O)NCc1ccccc1	13	-3	i	-2	-6	1	-2	-0.5	-1
CCOc1ccccc1-n1cnc2cc(C(=O)NCc3ccco3)ccc21	2	0	i	-1	0	-4	0	-1.5	-1
Nc1ncnc2c1ncn2[C@@H]1O[C@H](CNC(=O)[C@@H](N)C2CCCCC2)[C@@H](O)[C@H]1O	13	-10	i	1	1	7	-1	3.4	0
CN(C(=O)c1cccc(NC(=O)Cc2cccc(NC(=O)C3CCN(C(=O)C4CC4)CC3)c2)c1)C1CCC1	13	-6	i	4	-2	12	-2	2.6	2
Cc1cc(N2CCOCC2)nc2ccc(NC(=S)NC(C)C)cc12	-21	-12	i	8	0	1	0	1.6	-6
C=CCNC(=O)c1ccc2c(c1)nnn2C	6	-4	i	-3	0	-3	1	-0.2	-4
S=C(c1ccccc1)N1CCSCC1	-4	0	i	1	3	5	0	-0.6	-3
COc1ccc(N(CC(=O)NCc2ccccc2Cl)S(=O)(=O)c2c(C)n[nH]c2C)cc1	4	0	i	-5	2	-6	-6	1.1	-2
Cn1cc(SCC(N)=O)c2ccccc21	8	-7	i	13	2	1	-1	0.1	-1
O=C(/C=C/c1ccc(Cl)cc1)NC(=S)Nc1ccccc1C(=O)O	33	28	i	5	7	17*	-2	1.1	-8
O=C(N/N=C/c1ccc(Cl)cc1Cl)c1ccc2nc[nH]c2c1	24	-10	+	3	2	1	-5	2.4	-2
CC1=C(C(=O)OC2CCCC2)C(c2coc3ccccc3c2=O)C2=C(CC(C)(C)CC2=O)N1 (stereo not given)	4	8	i	x	3	9	-5	1.1	-3
S=C(NCCc1ccccn1)Nc1cc(Cl)cc(Cl)c1	25	5	i	1	3	-4	0	-0.2	-2

The final three records of the section before come first, to join the parts.
SMILES	PABP1 MLLE inh	FAS-TE inh	Rpn11 block	MT1-MMP act inh	CSN deneddyl inh	E coli Lon inh	Rin1-Abl PPI inh	MsrA inh	MsrA act
O=C(N/N=C/c1ccc(Cl)cc1Cl)c1ccc2nc[nH]c2c1	24	-10	+	3	2	1	-5	2.4	-2
CC1=C(C(=O)OC2CCCC2)C(c2coc3ccccc3c2=O)C2=C(CC(C)(C)CC2=O)N1 (stereo not given)	4	8	i	x	3	9	-5	1.1	-3
S=C(NCCc1ccccn1)Nc1cc(Cl)cc(Cl)c1	25	5	i	1	3	-4	0	-0.2	-2
CCn1ncc([N+](=O)[O-])c1C(=O)N1CCCC1	5	-6	i	-3	-5	-7	3	-0.4	-8
COC(=O)c1c(C)[nH]c(C(=O)OCC(=O)c2ccc(C)s2)c1C	-3	12	i	6	-2	-9	0	0.0	-2
Cc1cc(C)cc(NC(=O)c2ccc3nc[nH]c3c2)c1	-4	-8	i	7	0	-2	-6	-0.6	-1
CC(C)(CO)NCC(=O)Nc1cc(C(F)(F)F)cc(NC(=O)CNC(C)(C)CO)c1Cl	-5	-13	i	1	7	-20	1	0.0	-2
COC(=O)c1c(NC(NC(=O)c2ccccc2)(C(F)(F)F)C(F)(F)F)sc2c1CCN(C)C2	5	-10	i	-3	-1	4	-1	3.6	-4
Cc1cccc(-n2c(C)cc(/C=N/NC(=O)c3ccc(CN4CCOCC4)cc3)c2C)c1	-27	-8	i	-1	-15	-6	-2	x	-4
OCC1(Cc2ccccc2)CCN(Cc2cc3ccccc3o2)CC1	2	6	i	0	6	0	-4	0.4	-3
O=C(CCc1ccccn1)N1CCCC(Nc2ccc(F)cc2)C1 (stereo not given)	4	-7	i	-5	0	-6	2	0.2	-2
CN(c1ccc(C(=O)NCc2cccnc2)cc1)S(C)(=O)=O	5	-6	i	3	-2	-5	3	-0.1	-9
NC(=O)c1nsc(C(=O)N(Cc2ccccc2Cl)C(C(=O)NCC2CCCO2)c2ccc(O)cc2)c1N (stereo not given)	13	-1	i	0	0	-15	-1	0.1	-3
Cc1ccc(S(=O)(=O)N2CCCCC2)cc1NC(=O)COC(=O)Cc1c(F)cccc1Cl	7	-8	i	0	-16	10	2	-0.4	-8
COc1ccc(Cc2nc3ccc(C(=O)N(C)Cc4cc(C)[nH]n4)cc3o2)cc1OC	-9	-9	i	0	-5	1	-3	-0.2	-1
O=C(Cn1nnc2ccccc21)OCc1ccccc1	2	-3	i	0	8	1	4	0.5	-1
CC(C)(C)c1nc(N2CCN(C(=O)c3ccco3)CC2)c2nnn(Cc3ccccc3)c2n1	4	25	i	-16	2	-16	0	1.4	-1
O=C(NCC(c1ccco1)N1CCc2ccccc2C1)C(=O)Nc1ccccc1F (stereo not given)	7	20	i	0	3	0	1	0.8	0
CC1Cc2ccccc2N1C(=O)CN1C(=O)NC(C)(c2ccc3c(c2)OCCO3)C1=O (stereo not given)	-42	2	i	-3	2	-1	5	0.1	0
COCCNC(=O)C1CCN(Cc2cccc(OCc3ccccc3)c2)CC1	9	-6	i	5	4	6	-2	-0.8	-8
O=C(NC1CCOc2ccccc21)c1ccccn1 (stereo not given)	6	-5	i	0	-5	-13	-2	-0.8	-1
CC(C)c1ccc(NC(=S)N2CCCC2)cc1	-126	-4	i	4	-6	-8	1	0.1	-3
COc1ccc(C(=O)Nc2cc(C)nn2-c2ccc(C)cc2)cc1	1	-3	i	-4	-4	2	2	-0.6	-2
Cc1ccc(CNC(=O)c2ccc([N+](=O)[O-])o2)cc1	-3	6	i	13	-1	-6	0	1.6	2
COc1c(C)cccc1C(=O)Nc1ccc(OCC(=O)N2CCOCC2)cc1C	5	-4	i	1	1	-12	-2	-0.3	-3
C[C@@H](c1ccccc1)N1C[C@H](COCc2ccccc2)Oc2cc(N3CCC[C@H]3C(N)=O)ccc2S1(=O)=O	x	2	x	3	0	-2	x	1.6	-6
C/C(=N\Nc1ccc(F)cc1F)c1ccccc1O	-2	23	i	2	7	-11	-5	2.4	-5
COc1ccccc1CC(=O)NNC(=O)c1ccc(C(C)(C)C)cc1	-6	-1	i	-3	6	2	2	-0.2	-4
Cc1sc(NC(=O)COc2ccccc2)c(C#N)c1-c1ccccc1	8	12	i	4	-2	-6	2	0.8	-4
COc1ccc2c(c1)CCO[C@]21O[C@H](CCO)C[C@H](O)[C@H]1O	1	-10	i	1	0	4	3	1.4	-6
O=c1cc(CN2CCc3ccccc32)nc2sccn12	1	1	i	2	1	-1	2	1.6	-5
Cc1cccc(N(C(=O)Nc2ccccc2)C2=NCC(C)S2)c1 (stereo not given)	-20	0	i	2	-4	-5	3	-1.4	-2
CN(C)c1nc(Oc2ccc(=O)[nH]n2)nc(N2CCCCC2)n1	2	-5	i	7	0	5	4	-1.5	-1
COc1cccc(Oc2ccc3nnc(C(F)(F)F)n3n2)c1	2	-7	i	-2	-3	-7	-3	-1.1	-7
Cc1c(C(=O)NCCSCc2cccc(C(F)(F)F)c2)cnn1-c1ccc(F)cc1	-4	21	i	4	0	1	2	0.6	1
C=CCNc1nc(-c2cc3ccccc3o2)cs1	6	-1	i	2	0	-13	-2	0.8	-6
CCOc1ccccc1Nc1nc(-c2sc(C)nc2C)cs1	9	18	i	-5	-1	0	-1	0.3	0

Screening results deposited in PubChem BioAssay by several laboratories.
